Lipid storage S3: qHTS Assay for Lipid Storage Modulators in Drosophila S3 Cells. lipid storage change, negative = inhibition, % at the top dose, mostly 46.1 µM; hits show Potency in µM. Drosophila S3 cells, BODIPY lipid droplet fluorescence, 18-24 h; cells fed with added oleic acid. AID 2685. hit rate 0.64% among 320,000; active = well fitted inhibition curve with a large enough effect in the signal ratio, with a control signal flat, not every such curve was filed as active; inconclusive = small, poorly fitted or top-dose-only effect, or effect the other way, or a change in a side signal; the % refers to the signal ratio
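Drosophila S3 cells loaded with oleic acid (400 uM, as added) and compounds at several concentrations; lipid droplets imaged by 488-nm laser-scanning cytometry, 500–530 nm intensity and object ratio to cell channel. Percent activity normalized to 20 uM Triacsin C.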
Lipid storage S3 cell count max: also measured in Lipid storage S3; calls as there; cell number change, %; measured here: cell count max response;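 cells counted by Cell Tracker Red CMTPX staining in the red channel; peak over a dose series mostly up to 46.1 µM; percent activity relative to internal control wells on each plate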
* hit, by the source's call; i = inactive; ? = inconclusive; . = no result given. % is scaled to controls: 0 for no effect and ±100 for the full control effect; potency is read from the fitted curve at half-maximal effect. An excerpt. The share of hits here may be higher or lower than overall.

SMILES | Lipid storage S3 | Lipid storage S3 cell count max
CC(C(=O)NCCC1=CCCCC1)c1ccc([N+](=O)[O-])cc1 (centres undefined) | ? | .
CC(C)=CC(=O)OCC(=O)Nc1cccc([N+](=O)[O-])c1 | 3.9% | -0.5
COC(=O)c1sccc1NC(=O)Nc1cccc(OC)c1 | ? | .
CC(NC(=O)c1ccccc1)c1nc2ccccc2n1Cc1ccccc1F (centres undefined) | ? | .
CCCCCOc1ccc(N2C(=O)CC(N(O)c3ccccc3)C2=O)cc1 (centres undefined) | ? | .
Cc1cc(C)nc(SCCC(=O)N2CCOCC2)n1 | 8.4% | 17.5
O=C(Nc1ccc2c(c1)OCO2)C1CCN(Cc2cc3c(cc2O)OCO3)CC1 | ? | .
O=C(O)C1C2C=CC(C2)C1C(=O)Nc1nccs1 (centres undefined) | 0.8% | 5.8
CNC(=O)N(O)C1N(/N=C/c2cccs2)C(=S)SC1(C)C (centres undefined) | ? | .
CCOC(=O)c1c(NC(=O)CC2Nc3ccccc3NC2=O)sc(C)c1C (centres undefined) | 10.3% | -0.7
O=C(O)c1ccccc1CSC1=NCCS1 | ? | .
CCC(C)[C@H](NC(=O)NCc1ccco1)C(=O)OC (some centres undefined) | ? | .
O=C(CN(CC1CCCO1)C(=O)CNS(=O)(=O)c1ccc(Cl)cc1)NCc1ccccc1 (centres undefined) | i | -1.2
Cc1ccc(NC(=O)COC(=O)c2ccccc2Nc2ccccc2)cc1 | ? | .
Clc1ccc(OCCN2CCCCC2)c(Cl)c1 | ? | .
CN(Cc1ccc(OCC(O)CN2CCCCC2)cc1)Cc1ccnc2ccccc12 (centres undefined) | ? | .
COCCNc1oc(-c2ccco2)nc1S(=O)(=O)c1ccccc1 | ? | .
O=C(NC(Cc1ccccc1)C(=O)NC1CC1)OCc1ccccc1 (centres undefined) | ? | .
CCCN1C(=O)/C(=C/c2ccc(C)s2)NC1=S | ? | .
CC(C)N(Cc1nc(-c2ccccc2)no1)C(=O)COc1ccccc1 | ? | .
CN(C)Cc1c(O)c(Cl)cc2c3c(c(=O)oc12)CCCC3 | ? | .
O=[n+]1c2c(n([O-])c3cc(Cl)ccc31)CCCC2 | -18.8% | -3.8
COc1ccc(CNC(=O)C2CCCN(S(=O)(=O)c3ccc(F)cc3)C2)cc1 (centres undefined) | -8.2% | -8.1
O=C(CCN1CCN(Cc2ccccc2)CC1)Nc1ccccc1Cl | -9.7% | 26.3
CCOc1ccc(NC(=O)CC2C(=O)N(c3ccc(OC)c(Cl)c3)C(=S)N2C2CC2)cc1 (centres undefined) | -13.1% | 13.5
COC(=O)c1cc(CNC(=O)c2cccc(Cl)c2)ccc1OC | 1.3% | 3.8
COc1cc2c(cc1OC)CC(=O)NC=C2 | 1.4% | 28.9
CCOc1ccc(CCNC(=O)c2c(C)nn(-c3ccccc3)c2Cl)cc1OCC | ? | .
COc1ccccc1/C=N/NC(=O)c1cccc(NC(=O)c2ccccc2C)c1 | ? | .
COc1ccc(-c2nc(CCNC(=O)c3ccco3)cs2)cc1OC | ? | .
CCOC(=O)CN1C(=O)S/C(=C/c2ccc(OCc3ccc(C(=O)O)cc3)cc2)C1=O | 9.0% | -7.4
CCc1ccc2nc(NC(=O)c3ccc4c(=O)[nH]c(CN5CCOCC5)nc4c3)sc2c1 | ? | .
Cc1ccc(CNCc2cccnc2)cc1 | i | 25.8
C=CCN(CC=C)CCOc1ccccc1F | 3.0% | 14.8
Cc1ccc(S(=O)(=O)Cn2nnnc2C(c2ccc(F)cc2)N2CCCCC2)cc1 (centres undefined) | ? | .
O=C(NCC1(O)CCCCC1)C1CCC(=O)N(CCc2ccccc2)C1 (centres undefined) | 1.8% | 19.6
CCOC(=O)c1csc(N/N=C2\CCCc3ccccc32)n1 | -10.4% | -22.6
Oc1ccc(C(=S)N2CCCCCC2)cc1 | -12.6% | 5.9
CCS(=O)(=O)Nc1c(C(=O)O)[nH]c2ccccc12 | ? | .
O=C(COC(=O)c1cc(=O)[nH]c(=O)[nH]1)Nc1cccc(S(=O)(=O)N2CCCCC2)c1 | ? | .
CN(C)S(=O)(=O)c1ccc(C(=O)OCC2CC2(Cl)Cl)cc1 (centres undefined) | ? | .
O=C(CCNC(=O)C1CCN(S(=O)(=O)c2ccccc2)CC1)NCCc1ccc(Cl)cc1 | -18.3% | 22.4
O=C(OCC#CCSc1nnc(-c2ccc(Br)cc2)o1)c1ccco1 | ? | .
COc1ccc(Cl)cc1CN1CCOCC1 | -13.7% | 15.5
Oc1ccc(Cl)cc1CNCc1ccc(F)cc1 | ? | .
Cc1cc(C)c2nc(N3CCC(C(=O)NCc4ccccn4)CC3)sc2c1 | -2.2% | -17.8
CCN1C(=O)C(O)(CC(=O)c2cccc(-n3cccc3)c2)c2ccccc21 (centres undefined) | 7.8% | 1.2
CO/N=C/c1ccc(Sc2ccccc2N)c([N+](=O)[O-])c1 | ? | .
O=[N+]([O-])c1cccc(-c2nnc(C34CC5CC(CC(C5)C3)C4)o2)c1 | 9.9% | -15.2
Cc1ccc(S(=O)(=O)Nc2ccc(N3CCOCC3)cc2)cc1 | ? | .
O=C1CN(C(=O)c2ccc(F)cc2)c2ccccc2N1 | i | -15.9
COc1ccc(CN2CCN(Cc3c[nH]c4ccccc34)CC2CCO)cc1C (centres undefined) | 27.2% | 8.1
CCc1ccc(Nc2ncc3c(n2)CC(C)CC3=O)cc1 (centres undefined) | 14.4% | 11.4
CC1=NN(C(=O)c2csc(C)c2C)C(O)(C(F)(F)F)C1 (centres undefined) | 8.5% | -1.5
NC(=O)CSc1nc(-c2ccccc2)nc2ccccc12 | 1.1% | -0.7
CCOC(=O)C1CCN(S(=O)(=O)c2ccc3c(c2)CCN3C(C)=O)CC1 | ? | .
O=C1C(Cl)=C(NCCCN2CCOCC2)C(=O)N1CCc1ccccc1 | ? | .
Cc1cc(C(=O)NP(=O)(N2CCOCC2)N2CCOCC2)c(C)n1-c1ccc(Br)cc1 | -12.8% | -7.9
CCCCOc1ccc(C(=O)Oc2cc(C)[nH]c(=O)c2[N+](=O)[O-])cc1 | i | -0.2
COc1ccccc1Nc1ncnc2c1cnn2-c1cccc(C)c1 | ? | .

Later entries:
SMILES | Lipid storage S3 | Lipid storage S3 cell count max
CC(C)c1nnc(SCC(=O)N2CCc3ccccc32)n1N | ? | .
COc1ccc(N2CCN(C(=O)CCc3ccc(S(=O)(=O)NCC(C)C)cc3)CC2)cc1 | -19.8% | -7.9
CC(=O)Nc1nc2ccccc2[nH]1 | ? | .
Cc1ccc(NC(=O)CCSc2nnc3ccccn23)cc1 | ? | .
COC(=O)C1=C(CN2CCc3ccccc32)NC(=O)NC1c1cc(C)ccc1C (centres undefined) | ? | .
CC(NC(=O)c1cccs1)C(c1cccs1)N1CCN(Cc2ccccc2)CC1 (centres undefined) | 4.0% | -6.2
COc1cc(CNCCCCO)ccc1OCc1ccccc1F | ? | .
c1coc(-c2cc(C3CCNCC3)[nH]n2)c1 | ? | .
CC(C)(C)C1=CC(O)(c2ccccc2)C=C(C(C)(C)C)C1=O | ? | .
CC1CCC2(CC1)NC(=O)N(NC(=O)c1ccc(OC(C)C)cc1)C2=O (centres undefined) | ? | .
O=C(NC1CCCCC1)C(c1ccco1)N(C(=O)c1csnn1)c1cccc(F)c1 (centres undefined) | i | 21.0
COc1ccc(NC(=O)NCCN2CCc3ccccc3C2)cc1 | -0.9% | -6.1
CCC(C)(C)NC(=O)C(c1ccco1)N(C(=O)Cn1nnc2ccccc21)c1ccc2c(c1)OCO2 (centres undefined) | i | .
Nc1nnc(SCc2ccccc2Cl)s1 | 13.7% | -5.5
CCCCOC(=O)C(C)c1c(C)[nH]c(=S)[nH]c1=O (centres undefined) | 5.4% | 0.2
COC(=O)/C(C#N)=C/c1c(-c2ccccc2)nc2n1CCS2 | -1.7% | 7.3
COc1ccc(NS(=O)(=O)c2ccc(C)c(C(=O)NNC(=O)c3ccccc3O)c2)cc1 | ? | .
COc1ccc(CCCc2nnc(SCc3nc4ccccc4c(=O)[nH]3)n2C)cc1 | ? | .
CCC(CC)C(=O)Nc1cc(=O)n(C)c(=O)n1C | ? | .
O=C(O)CSc1nnc(Nc2ccccc2)n1-c1ccccc1 | ? | .
CCN1CCN(CC(O)COC(c2ccccc2)c2ccccc2)CC1 (centres undefined) | ? | .
CC(=O)NC(c1ccc(Cl)cc1Cl)c1ccc2cccnc2c1O (centres undefined) | ? | .
CC(C)(C)n1nnnc1CN(Cc1ccc(F)cc1)Cc1ccco1 | ? | .
Cc1n[nH]c(=S)n1/N=C/c1ccccc1 | 8.2% | 8.9
O=C(c1ccccc1)N1CCc2[nH]nc(-c3ccccc3)c2C1 | i | -24.3
CC(=O)Nc1cc(C(F)(F)F)ccc1Oc1cccc(Br)c1 | 15.5% | -23.0
Cc1c(NC(=O)c2ccc(C(=O)Nc3c(C)n(C)n(-c4ccccc4)c3=O)cc2)c(=O)n(-c2ccccc2)n1C | ? | .
O=C(Cc1ccccc1)N/N=C/c1ccc(OCC(=O)Nc2ccccc2)cc1 | -11.5% | .
COc1ccc(CCN(C)c2ccc(C(N)=O)cc2[N+](=O)[O-])cc1OC | ? | .
Cc1ccccc1-n1c(-c2ccoc2C)n[nH]c1=S | 21.3% | .
Cn1cc([N+](=O)[O-])c(C(=O)Nc2cc(Oc3ccccc3)cc([N+](=O)[O-])c2)n1 | ? | .
Fc1ccc(-c2nn(-c3ccccc3)cc2CNCc2ccccc2)cc1 | ? | .
CC(C)CC(NC(=O)c1ccc(C#CC(C)(C)O)s1)C(=O)O (centres undefined) | -9.6% | 2.0
COc1ccc(C(OC(=O)c2ccco2)C(=O)NC2CCCC2)cc1OC (centres undefined) | ? | .
Cc1nn(Cc2noc(C(=O)NCc3ccccn3)n2)c(C)c1Br | ? | .
CSc1ccccc1-c1nnc(-c2ccc(Cl)c(Cl)c2)o1 | ? | .
COc1ccc(NC(=S)NC(NC(C)=O)C(Cl)(Cl)Cl)c([N+](=O)[O-])c1 (centres undefined) | 4.6% | -5.0
COC(=O)c1cc(NC(=O)c2cc3ccccc3o2)cc(C(=O)OC)c1 | ? | .
CS(=O)(=O)c1ccc(C(=O)OCC(=O)NC23CC4CC(CC(C4)C2)C3)cc1[N+](=O)[O-] | ? | .
COc1ccc(N2C(=NC(=O)C3CCCCC3)SC3CS(=O)(=O)CC32)cc1Cl (centres undefined) | ? | .
COc1ccccc1Oc1ccc(N2CC(C(=O)OCC(=O)c3ccc(F)cc3)CC2=O)cc1 (centres undefined) | -5.0% | -11.9
C[C@@H]1CC[C@]2(C(=O)O)CC[C@]3(C)C(=CCC4[C@]56CC[C@@](O)(OC5)C(C)(C)C6CC[C@]43C)C2[C@H]1C (some centres undefined) | -8.0% | -12.6
O=C(CSc1ccccc1)Nc1cccc(NC(=O)c2ccco2)c1 | 8.7% | -14.1
CNC(=O)c1c(NC(=O)c2ccc(S(=O)(=O)N3CC(C)OC(C)C3)cc2)sc2c1CCN(C(C)C)C2 (centres undefined) | ? | .
Cc1cc2oc3c(c(=O)c2cc1C)C(c1ccc(C(C)C)cc1)N(CCCN1CCOCC1)C3=O (centres undefined) | -9.0% | -19.8
COc1ccc2c(CC(=O)OCC(=O)c3ccc(F)cc3)coc2c1 | 18.0% | -2.4
Cc1ccc2oc(=O)cc(CN3CCN(C/C=C/c4ccccc4)CC3)c2c1 | 1.0% | 5.9
Cc1c(NC(=O)/C(=C/c2cccs2)NC(=O)c2ccccc2)c(=O)n(-c2ccccc2)n1C | 6.3% | 9.1
Cc1cccc(NC(=O)CCC(=O)N/N=C/c2ccco2)c1C | -10.2% | 4.1
Cc1[nH]c2ccc(-c3n[nH]c(=S)n3C)cc2c1C | ? | .

In the list so far, 14 contain fluorine:
SMILES | Lipid storage S3 | Lipid storage S3 cell count max
CC(NC(=O)c1ccccc1)c1nc2ccccc2n1Cc1ccccc1F (centres undefined) | ? | .
COc1ccc(CNC(=O)C2CCCN(S(=O)(=O)c3ccc(F)cc3)C2)cc1 (centres undefined) | -8.2% | -8.1
C=CCN(CC=C)CCOc1ccccc1F | 3.0% | 14.8
Cc1ccc(S(=O)(=O)Cn2nnnc2C(c2ccc(F)cc2)N2CCCCC2)cc1 (centres undefined) | ? | .
Oc1ccc(Cl)cc1CNCc1ccc(F)cc1 | ? | .
O=C1CN(C(=O)c2ccc(F)cc2)c2ccccc2N1 | i | -15.9
CC1=NN(C(=O)c2csc(C)c2C)C(O)(C(F)(F)F)C1 (centres undefined) | 8.5% | -1.5
COc1cc(CNCCCCO)ccc1OCc1ccccc1F | ? | .
O=C(NC1CCCCC1)C(c1ccco1)N(C(=O)c1csnn1)c1cccc(F)c1 (centres undefined) | i | 21.0
CC(C)(C)n1nnnc1CN(Cc1ccc(F)cc1)Cc1ccco1 | ? | .
CC(=O)Nc1cc(C(F)(F)F)ccc1Oc1cccc(Br)c1 | 15.5% | -23.0
Fc1ccc(-c2nn(-c3ccccc3)cc2CNCc2ccccc2)cc1 | ? | .
COc1ccccc1Oc1ccc(N2CC(C(=O)OCC(=O)c3ccc(F)cc3)CC2=O)cc1 (centres undefined) | -5.0% | -11.9
COc1ccc2c(CC(=O)OCC(=O)c3ccc(F)cc3)coc2c1 | 18.0% | -2.4

Bioassay records: PubChem BioAssay, National Center for Advancing Translational Sciences (NCATS)
